From PubChem
TDP1 inh – qHTS Assay for Inhibitors of Tyrosyl-DNA Phosphodiesterase (TDP1) | Tyrosyl-DNA phosphodiesterase 1 (Homo sapiens), Q9NUW8 | recombinant TDP1, AlphaScreen DNA substrate cleavage | Potency, µM (highest dose often 130 µM), for the others: at the top dose activity change, negative = inhibition, most hits filed as inhibitors | hit rate 0.28% among 350,000 | AID 485290, 2010; also: nearly all actives have a fitted effect of over 40% in size
Target sequence (Q9NUW8 whole entry, looked up): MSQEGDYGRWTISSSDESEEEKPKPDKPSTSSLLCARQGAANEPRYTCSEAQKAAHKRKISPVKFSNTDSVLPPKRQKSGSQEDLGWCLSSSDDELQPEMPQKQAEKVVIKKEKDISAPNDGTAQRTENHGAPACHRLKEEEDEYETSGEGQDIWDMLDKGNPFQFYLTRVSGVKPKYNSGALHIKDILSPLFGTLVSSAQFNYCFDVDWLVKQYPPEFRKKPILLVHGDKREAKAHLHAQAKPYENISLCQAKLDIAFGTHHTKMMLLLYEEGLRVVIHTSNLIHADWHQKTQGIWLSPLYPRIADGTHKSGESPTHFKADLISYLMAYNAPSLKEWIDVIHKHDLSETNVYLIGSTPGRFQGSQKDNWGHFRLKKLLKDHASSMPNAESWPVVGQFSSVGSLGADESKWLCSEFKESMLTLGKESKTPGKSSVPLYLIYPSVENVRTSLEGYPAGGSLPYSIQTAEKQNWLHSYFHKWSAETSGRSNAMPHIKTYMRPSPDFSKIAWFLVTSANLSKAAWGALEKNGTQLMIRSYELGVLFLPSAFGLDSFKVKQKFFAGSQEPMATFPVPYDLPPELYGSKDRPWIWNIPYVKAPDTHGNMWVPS
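E. coli-derived human Tdp1, 1 nM final. Cpd preinc 15 min RT; substrate 15 nM final, 5 min RT; AS bead mix 10 ug/ml final, 10 min RT. Signal loss = tyrosine-FITC cleavage. No-enzyme wells = max signal.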
TDP1 cell CPT – qHTS for Inhibitors of human tyrosyl-DNA phosphodiesterase 1 (TDP1): qHTS in cells in presence of CPT | chicken DT40 Tdp1-/-;hTDP1 cells + 20 nM CPT, ATP luminescence, 48 h | Potency, µM (series often up to 46.2 µM), for inactives: at the top dose activity change, negative = growth inhibition, actives largely listed as inhibitors | hit rate 12% among 420,000 | AID 686979, 2013; also: nearly all actives have a fitted effect of over 55% in size
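Chicken DT40 Tdp1-/- cells stably complemented with human TDP1 were seeded at 400 cells/well in medium containing 20 nM camptothecin, exposed to pin-transferred compounds, and grown at 37 °C for at least 48 hr. Viability was read as ATP luminescence.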
TDP1 cell noCPT – qHTS for Inhibitors of human tyrosyl-DNA phosphodiesterase 1 (TDP1): qHTS in cells in absence of CPT | DT40 Tdp1-/- hTDP1 cells, no CPT, ATP luminescence, 48 h | Potency, µM (highest dose often 46.2 µM), for inactives: at the top dose activity change, negative = growth inhibition, most hits filed as inhibitors | hit rate 15% among 420,000 | AID 686978, 2013; also: nearly all actives have a fitted effect of over 55% in size
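Chicken DT40 Tdp1-/- cells complemented with human TDP1, screened without camptothecin (DMSO vehicle only), 400 cells/well. Compounds pin-transferred, cells incubated at 37 °C for at least 48 hr. Growth read as ATP-dependent luminescence (CellTiter-Glo, 30 min at RT).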
The depositor's hits bear a star; u = inconclusive; x = not tested or not shown; & = joins results of further samples; [ ] = another dose, or the depositor's remark. Calls follow the shape of the dose curve; as a rule, active = well fitted curve in the direction sought with a large enough effect; inconclusive = small, poorly fitted or top-dose-only effect, or another doubt; inactive = no such curve, though single readings can be large; an effect the other way counts as inactive or inconclusive. % is scaled to controls: 0 for no effect and ±100 for the full control effect; potency is read from the fitted curve at half-maximal effect. Rows were taken by chance; about 18% have a hit in one of these screens.

SMILES	TDP1 inh	TDP1 cell CPT	TDP1 cell noCPT
Cc1ccc(-n2nnnc2SCC(=O)N2Cc3ccccc3CC2C(=O)O)cc1 (stereo not given)	x	-8%	1%
O=C1CCCN1c1ccc(S(=O)(=O)N2CCC(c3ccccc3)CC2)cc1	6%	u	u
CCOc1ccc(CCNC(=O)c2cccc(N3CCCC3=O)c2)cc1OCC	6%	-25%	-27%
CCCCN(C)C(=O)c1ccc2c(c1)S(=O)(=O)c1ccccc1C2=O	5%	-16%	-9%
CC(C)COC(=O)N1CCCC(c2cc(C(=O)Nc3ccccc3Cl)no2)C1 (stereo not given)	x	-20%	-20%
Cc1ccc(S(=O)(=O)NN2C(=O)/C(=C\c3ccc(Cl)cc3)SC2=S)cc1	x	9%	-9%
Cc1cc(=O)oc2c3c(cc(OCC(=O)NCCC(=O)O)c12)OC(C)(C)CC3	x	-8%	-2%
COc1ccccc1-c1c(C)nn2c(NCCN3CCCC3)cc(C)nc12	7%	17%	-23%
Cn1c(=O)c2c(nc(C(O)c3ccccc3)n2C)n(C)c1=O (stereo not given)	x	-7%	-5%
O=S(=O)(NCCn1ccc2ccccc21)c1ccccc1	1%	4%	u
CCN(CC)CCCNC(=O)/C=C/C(=O)O	3%	18µM*	21µM*
COc1ccccc1NS(=O)(=O)c1ccc(O)c(NC(=S)NCC2CCCO2)c1 (stereo not given)	-6%	u	-19%
Cc1ccccc1NC(=S)NNC(=O)c1ccncc1	7%	18%	-11%
COc1ccc(NC(=S)N2CCC(N(C)CC3CCCO3)CC2)cc1 (stereo not given)	4%	0%	-20%
O=C(Cc1cccc2ccccc12)NCC(=O)Nc1ccccc1F	2%	-23%	-12%
O=C(OCc1ccccc1)/C(=C/c1cccc2ccccc12)NC(=O)c1ccccc1	3%	7%	u
CC(C)(C)c1nc(SCC(=O)NCc2ccco2)c2ccccc2n1	4%	u	u
N#Cc1ccc(-c2ccccc2)nc1SCCN1CCOCC1	4%	-30%	u
COCC(=O)Oc1c(S(=O)(=O)c2ccccc2)c(C)nn1C(C)(C)C	x	-13%	-14%
Cc1ccc(-n2c(CCC(=O)O)ccc2-c2cccs2)cc1C	6%	u	-21%&-14%
Cc1nc2ccc(C(=O)N3CCN(C(=O)c4ccco4)CC3)cn2c1N(C)C(=O)CCc1ccccc1	x	-1%	-4%
Cc1cc(NS(=O)(=O)c2ccc(NC(=O)C(C)Oc3cc(C)c(Cl)c(C)c3)cc2)no1 (stereo not given)	7%	2%	-16%
COC(=O)C1CCN(C(=O)Cn2nnc(-c3cccc(F)c3)n2)CC1	x	-6%	-13%
NC(=S)N/N=C/c1c[nH]c2ccc(OCc3ccccc3)cc12	11%	u	u
COc1ccc(F)cc1C(=O)C1CCCN(Cc2ccc(Oc3ncccn3)cc2)C1 (stereo not given)	-2%	-24%	u
Continued.
SMILES	TDP1 inh	TDP1 cell CPT	TDP1 cell noCPT
COC(=O)c1c(C)[nH]c(C(=O)C(C)OC(=O)C2CC(=O)N(CCc3ccccc3)C2)c1C (stereo not given)	-12%[56.1 µM]	-12%	-8%
Cc1ccc(OCC(=O)Nc2ccc(N3CCOCC3)cc2)cc1	3%	-29%	-12%
COc1ccc(NC(=O)C2CCN(c3nnnn3-c3ccccc3)CC2)cc1	3%	-8%	-26%
COc1ccc2c(c1)c1c(c(=O)n(-c3ccccc3C)c(=O)n1Cc1cccc(C(F)(F)F)c1)n2C	6%	3.7µM*	3.7µM*
CN=C(Nc1cc(C)nn1CCC#N)c1ccccc1	0%	-10%	0%
Cc1oc(-c2ccccc2NC(=O)c2ccccn2)nc1CNC(=O)c1ccc(Oc2ccccc2)o1	x	1%[9.04 µM]	-23%
N#CCC(=O)Nc1ccc(C(=O)OCC(=O)N=c2sccn2Cc2ccccc2Cl)cc1	x	u	u
O=C(NCCCN1CCN(c2ccc(F)cc2)CC1)NC12CC3CC(CC(C3)C1)C2	x	16µM*	21µM*
O=S(=O)(Nc1nc2ccccc2nc1Cl)c1ccc(F)cc1	4%	u	-23%
Cc1cc2c(cc1C)C(=O)C(Br)=C(N)C2=O	x	26µM*	16µM*
Cc1ccc2cc(CN(Cc3ccco3)C(=S)NCC3CCCO3)c(=O)[nH]c2c1 (stereo not given)	6%	u	21µM*
COc1ccc(OC)c(N(C)S(=O)(=O)c2cc3c(cc2C)NC(=O)CO3)c1	x	u	u
O=c1cnc2ccccc2n1Cc1ccccc1	x	-8%	u
COc1ccccc1C(O)c1nccn1Cc1ccccc1 (stereo not given)	u	-12%	-2%
COc1cccc(CC(=O)OCC(=O)N(C)CC(=O)Nc2ccc(Cl)c(C(F)(F)F)c2)c1	0%	-16%	-23%
CCOc1ccc(CN2CCNC(=O)C2CC(=O)NCCN2CCOC2=O)cc1 (stereo not given)	0%	-1%	4%
COc1cccc(OCC(O)CN2CCN(c3ccccn3)CC2)c1 (stereo not given)	6%	1%	4%
CC(C)(C)S(=O)N1Cc2cc(CO)cc(-c3ccccc3)c2[C@H]1CCO (stereo not given in full)	x	u	u
O=S(=O)(Nc1ccc2ccccc2n1)c1ccccc1	2%	u	0%
CCS(=O)(=O)c1ccc(-c2cccc(NC(=O)COc3ccc(Cl)cc3)c2)nn1	-3%	2%	17%
CCN(CC)CCCNC(=O)Cc1csc2nc(-c3ccc(Cl)cc3)cn12	5%	u	u
Cc1ccc(-c2csc(SCC(=O)Nc3cc(C)on3)n2)cc1	2%	-19%	-28%
CC(C)N(C(=O)[C@H]1CC(CC(=O)NCCCN(C)C)C(=O)N2CCc3c([nH]c4ccccc34)[C@]12C)C(C)C (stereo not given in full)	2%	-22%	-9%
O=C(/C=C/c1ccccc1)N1CCN(Cc2nc3ccccc3c(=O)[nH]2)CC1	-9%	-17%	-11%
COc1cccc(/C=c2\s/c(=C\C(=O)C(C)(C)C)[nH]c2=O)c1	-1%	u	u

14 entries from above in a different format:
Results follow in this order: TDP1 inh	TDP1 cell CPT	TDP1 cell noCPT
- COc1ccc(OC)c(N(C)S(=O)(=O)c2cc3c(cc2C)NC(=O)CO3)c1
→ x	u	u
- O=c1cnc2ccccc2n1Cc1ccccc1
→ x	-8%	u
- COc1ccccc1C(O)c1nccn1Cc1ccccc1 (stereo not given)
→ u	-12%	-2%
- COc1cccc(CC(=O)OCC(=O)N(C)CC(=O)Nc2ccc(Cl)c(C(F)(F)F)c2)c1
→ 0%	-16%	-23%
- CCOc1ccc(CN2CCNC(=O)C2CC(=O)NCCN2CCOC2=O)cc1 (stereo not given)
→ 0%	-1%	4%
- COc1cccc(OCC(O)CN2CCN(c3ccccn3)CC2)c1 (stereo not given)
→ 6%	1%	4%
- CC(C)(C)S(=O)N1Cc2cc(CO)cc(-c3ccccc3)c2[C@H]1CCO (stereo not given in full)
→ x	u	u
- O=S(=O)(Nc1ccc2ccccc2n1)c1ccccc1
→ 2%	u	0%
- CCS(=O)(=O)c1ccc(-c2cccc(NC(=O)COc3ccc(Cl)cc3)c2)nn1
→ -3%	2%	17%
- CCN(CC)CCCNC(=O)Cc1csc2nc(-c3ccc(Cl)cc3)cn12
→ 5%	u	u
- Cc1ccc(-c2csc(SCC(=O)Nc3cc(C)on3)n2)cc1
→ 2%	-19%	-28%
- CC(C)N(C(=O)[C@H]1CC(CC(=O)NCCCN(C)C)C(=O)N2CCc3c([nH]c4ccccc34)[C@]12C)C(C)C (stereo not given in full)
→ 2%	-22%	-9%
- O=C(/C=C/c1ccccc1)N1CCN(Cc2nc3ccccc3c(=O)[nH]2)CC1
→ -9%	-17%	-11%
- COc1cccc(/C=c2\s/c(=C\C(=O)C(C)(C)C)[nH]c2=O)c1
→ -1%	u	u

(cont.)
SMILES	TDP1 inh	TDP1 cell CPT	TDP1 cell noCPT
CS(=O)(=O)c1ccc(/C=C2\C=Cc3ccccc32)cc1	x	u	20µM*
O=C(Cn1c2[n+](c3ccc(C(F)(F)F)cc31)CCCCC2)Nc1ccc(Br)cc1	7%	5%	5%
CCOc1ccccc1NC(=O)Cn1cc(C(=O)c2ccc(Cl)cc2)c(=O)c2ccc(C)nc21	6%	u	15µM*
O=C(c1ccncc1)N1CCC[C@@]2(CCN(Cc3cc(C(F)(F)F)cc(C(F)(F)F)c3)C2)C1	x	-24%	u
Cc1nc2sc3c(c2c(=O)n1/N=C/c1ccco1)CCCC3	5%	-16%	u
COc1ncnc2c1ncn2CCCN1CCN(Cc2cccc3ccccc23)CC1	x	u	23µM*
COCc1nnc(NC(=O)C2CC(=O)N(CCc3ccc(F)cc3)C2)s1 (stereo not given)	2%	u	9%
CC(=O)NC(=S)Nc1ccccc1C(=O)NC1CCCCC1	3%	-23%	-19%
Cc1ccc(NC(=O)Cn2c(=O)n(CC3CCC(C(=O)NC(C)C)CC3)c(=O)c3sccc32)cc1 (stereo not given)	1%	u	u
O=C(CN1CCN(Cc2ccc(Cl)cc2)CC1)N/N=C/c1cccc(F)c1	x	-26%	u
CCOc1ccc(N2C(=O)CC(N(CCc3ccc(OC)c(OC)c3)C(=O)/C=C/C(=O)O)C2=O)cc1 (stereo not given)	x	-14%	20%
Cc1cccc(OCC(=O)OCC(=O)N2CCN(C(=O)c3ccco3)CC2)c1C	x	-4%	9%
COc1ccc(CCNC(=O)COC(=O)C23CC4CC(CC(Br)(C4)C2)C3)cc1	2%	-13%	u
CCCCNC(=O)Cn1nc([N+](=O)[O-])c([N+](=O)[O-])c1C	2%	-1%	-6%
CC(C)(CN1CCc2ccccc2C1)NS(=O)(=O)c1ccc(Cl)cc1	-4%	u	u
CN(C)c1ccc(N=Nc2ccnc3ccccc23)cc1	x	u	22µM*
CC(C)=C1C2CCC1C1C(=O)N(NC(=O)COc3ccc(C(C)(C)C)cc3)C(=O)C21 (stereo not given)	-2%	-25%	u
COc1ccccc1/C=N/NC(=O)CC(=O)NCc1ccccc1	-5%	-1%	-11%
Cn1ncc2cc3c(Nc4ccc(Cl)cc4)cccc3nc21	x	21µM*	12µM*
Cc1cc(C)n(C(C)CC(=O)Nc2ccc3c(c2)OCCO3)n1 (stereo not given)	1%	4%	3%
O=S(=O)(Nc1cccc(S(=O)(=O)N2CCCC2)c1)c1cccs1	2%	0%	-23%
Cc1cc(C)c(C#N)c(SCC(=O)CC(=O)OC(C)C)n1	3%	u	4%
CC1CCCCC12NC(=O)N(CC(=O)OCC(=O)N(C)C1CCCCC1)C2=O (stereo not given)	-1%[56.1 µM]	-1%	3%
CCOc1cccc(C(=O)NNC(=O)CCC(=O)O)c1	5%	-2%	-25%
CCC(=O)N1CCc2cc(Br)cc(S(=O)(=O)CCC(=O)N(CC)CC)c21	2%	22%	6%
Continuation:
SMILES	TDP1 inh	TDP1 cell CPT	TDP1 cell noCPT
Cc1cc2nc[nH]c(=O)n2n1	x	6%	10%
O=C(NCCS(=O)(=O)N1CCN(c2ccccc2)CC1)C1CCCC1	-3%	-20%	u
O=C(O)/C(=C\c1ccc(C(F)(F)F)cc1)c1ccc(S(=O)(=O)N2CCCC2)s1	-1%[56.1 µM]	-1%	1%
COc1ccc(C(CNC(=O)c2cc3ccccc3cc2OC)N2CCCC2)cc1 (stereo not given)	4%	u	u
CCCSc1nc(O)c(C2OC(=O)c3c2ccc(OC)c3OC)c(=O)n1C (stereo not given)	8%	-4%	-12%
COc1ccc(C(=O)Nc2ccccc2N2CCN(C(=O)c3ccccc3)CC2)cc1Br	3%	u	u
O=C(O)c1ccccc1SCC(=O)N1CCOCC1	-4%	22%	1%
N/C(=N\OC(=O)c1cccc(Cl)c1)c1cccnc1	3%	-12%	5%
O=C(COC(=O)C1CC2CCCC(C1)C2=O)NC(=O)c1ccccc1 (stereo not given)	0%	-17%	-1%
CCN1CCN(c2oc(COc3ccc(Cl)cc3)nc2C#N)CC1	7%	-23%	u
O=C(CSc1nnc(-c2cccnc2)n1Cc1ccco1)Nc1cccc(O)c1	10%	4%	-17%
Clc1ccc(-c2nnc3sc(Cc4cccs4)nn23)c(Cl)c1	10%	u	u
O=c1[nH]c(NC2CCN(S(=O)(=O)c3ccccc3C(F)(F)F)CC2)nc2c1CCCC2	9%	6.5µM*	7.3µM*
CCOc1ccc(C(C)NC(=O)c2cccc(F)c2)cc1 (stereo not given)	8%	u	u
